From PubChem BioAssay
VHR inh color: VHR1 phosphatase inhibitors, primary screen, biochemical, colorimetric, HTS | Dual specificity protein phosphatase 3 (Homo sapiens), P51452 | recombinant VHR phosphatase, colorimetric substrate read-out | inhibition, % at 20 µM | 50,000 compounds, 0.7% hits | AID 1992, 2009; in the data active = inhibition above about 60%; also: some results filed as inactive read as strong as hits
Target sequence (P51452 whole entry, looked up): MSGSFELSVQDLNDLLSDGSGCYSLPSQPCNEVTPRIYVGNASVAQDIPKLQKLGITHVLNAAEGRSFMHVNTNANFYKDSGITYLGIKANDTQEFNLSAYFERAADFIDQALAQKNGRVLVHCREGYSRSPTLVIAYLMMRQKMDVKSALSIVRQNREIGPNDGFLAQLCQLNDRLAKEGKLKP
Active calls of the source: *.

SMILES,VHR inh color
CCCS(=O)(=O)c1c(S(=O)(=O)CCC)c2ccc(C(C)=O)cn2c1C(=O)c1ccc(Br)cc1,-3.3
N/C(=N\N=C\c1cc(Br)cc(Br)c1O)c1nonc1N,-25.1
O=C(Nc1ccc(OC(F)(F)F)cc1)c1cc2n(n1)C(C(F)(F)F)CC(c1cccs1)N2 (stereo not drawn),4.3
Cc1ccccc1C(=O)O/N=C(\N)c1cccc([N+](=O)[O-])c1,-12.2
CC1=NN(C(=O)Cc2ccccc2)C(O)(c2cccnc2)C1 (stereo not drawn),-10.0
CC(C)c1ccccc1OCCCNC(C)(C)C,-10.4
Cc1ccc(OCCc2c(C)n[nH]c2C)cc1C,-1.4
CSc1[nH]c(-c2ccccc2)cc1C(C)=O,-24.4

Later entries
SMILES,VHR inh color
CC(=O)N(c1ccccc1Cl)S(=O)(=O)c1ccc(Cl)cc1,10.0
O=C(O)CCCN1C(=O)/C(=C\c2ccc(-c3ccc(Br)cc3)o2)SC1=S,11.3
CC1CN(C(=O)c2cc(Cl)ccc2Cl)CC(C)O1 (stereo not drawn),-1.1
O=C(Nc1ccc(-c2nc3ncccc3o2)cc1)c1cc2ccccc2oc1=O,5.3
O=C(O)/C(=C\c1cccc([N+](=O)[O-])c1)NC(=O)c1ccccc1,-60.6
COc1ccc(CCNC(=S)Nc2ccccc2)cc1,-9.9
CCC(C(=O)Nc1cc(C(=O)OC)cc(C(=O)OC)c1)c1ccccc1 (stereo not drawn),-17.6
O=C1NC(=O)N(c2ccc(Cl)cc2)C(=O)/C1=C/c1ccc(N2CCCCC2)o1,1.7

Later entries:
SMILES,VHR inh color
Cc1cc(C)nc(NC(=O)C23CC4CC(CC(C4)C2)C3)c1,-1.9
O=C(/C=C(\O)c1ccc(Br)cc1)C(F)(F)F,-24.3
Cc1sc(NC(=O)CCCC(=O)O)nc1-c1ccccc1,9.0
Cc1nc2ccc(NC(=S)Nc3cccc([N+](=O)[O-])c3)cc2nc1C,-7.2
CC(NC(=O)OC(C)(C)C)C(=O)Oc1cc2oc(=O)cc(-c3ccccc3)c2cc1Cl (stereo not drawn),-40.7
Cc1cc(/C=C2\SC(=O)N(C)C2=O)c(C)n1-c1cccc([N+](=O)[O-])c1,5.0
O=C(N/N=C/c1ccccc1O)C1CC(=O)N(c2ccc(Br)cc2)C1 (stereo not drawn),-2.6
C=CCc1cccc2cc(C(=O)Nc3cc(OC)ccc3OC)c(=O)oc12,6.3

Continuation.
SMILES,VHR inh color
CC1(C)C(C(=O)Nc2ccc(Br)cc2)C1(C)C,-19.9
COc1ccc(C2C3=C(CC(C)(C)CC3=O)OC3=C2C(=O)CC(C)(C)C3)cc1Br,-11.3
CC(C)c1ccc(C2/C(=C(\O)c3ccccc3)C(=O)C(=O)N2CCCC(=O)O)cc1 (stereo not drawn),-3.4
O=C(NCCN1CCN(C(=O)c2ccccc2Cl)CC1)C(=O)Nc1ccccc1,-2.9
COc1cccc(N2C(=O)C(=O)/C(=C(\O)c3ccccc3)C2c2ccccc2Cl)c1 (stereo not drawn),-7.7
CC1=C(C(=O)OC(C)C)C(c2cccs2)C(C(=O)OC(C)C)=C(C)N1,15.6
CC(C)OC(=O)c1cc(O)c(O)c(O)c1,-1.6
Cc1ccc(N(CC(O)CN2CCCCC2)S(=O)(=O)c2ccccc2[N+](=O)[O-])cc1 (stereo not drawn),0.9

Other records follow.
SMILES,VHR inh color
O=C1OC(c2ccccc2F)=N/C1=C\c1ccc(OC(=O)c2ccccc2Cl)cc1,-8.2
O=C(/C=C/c1ccc(S(=O)(=O)Nc2ccccc2)cc1)C1C(=O)c2ccccc2C1=O,-14.5
COc1ccccc1NC(=O)C(=O)NNC(=O)COc1ccc(Cl)cc1,-20.2
O=C1c2cccc3cccc(c23)C(=O)N1c1ccc2c(c1)OCO2,16.3
CN(C)CCNc1ccc(Cl)cc1[N+](=O)[O-],-11.9
CC(=O)c1sc(NC(=O)c2ccc3c(c2)OCO3)nc1C,-20.0
O=C1C(=Cc2ccc(Sc3ccccc3)o2)C(=O)c2ccccc21,-12.9
CCc1ccc(CNCc2ccccc2OC)cc1,-5.7

New compounds follow
SMILES,VHR inh color
O=S(=O)(/N=C(/c1ccc(F)cc1)N1CCOCC1)c1ccccc1,2.0
COc1ccc(NC(=O)c2cccc([N+](=O)[O-])c2C)cc1Cl,3.2
Cc1cc(/C=C2\C(=O)NC(=S)N(c3ccc(Br)cc3)C2=O)c(C)n1C,30.7
Cc1ccc(CN2CCN(/N=C/c3ccc(C(=O)O)cc3)CC2)cc1,-14.8
O=C(CN1CCCCC1)Nc1nc2ccccc2s1,-1.6
COc1cccc(C(=O)/C=C/c2ccccc2OC)c1,3.7
Fc1ccc(-c2nc(Cc3ccccc3Cl)no2)cc1,3.5
O=C(CSc1nc2ccccc2o1)c1ccc(Cl)cc1Cl,-0.9

Some of these compounds in order of SMILES length, low to high:
SMILES,VHR inh color
CCc1ccc(CNCc2ccccc2OC)cc1,-5.7
O=C(CN1CCCCC1)Nc1nc2ccccc2s1,-1.6
Fc1ccc(-c2nc(Cc3ccccc3Cl)no2)cc1,3.5
O=C(CSc1nc2ccccc2o1)c1ccc(Cl)cc1Cl,-0.9
O=C1C(=Cc2ccc(Sc3ccccc3)o2)C(=O)c2ccccc21,-12.9
O=S(=O)(/N=C(/c1ccc(F)cc1)N1CCOCC1)c1ccccc1,2.0
Cc1cc(/C=C2\C(=O)NC(=S)N(c3ccc(Br)cc3)C2=O)c(C)n1C,30.7

Continued.
SMILES,VHR inh color
CSC1=C(C#N)C(c2ccco2)CC(=O)N1 (stereo not drawn),-0.8
COc1ccc(NC(=O)c2ccc(S(=O)(=O)N3CCOCC3)cc2)c2ccccc12,15.6
O=C1c2ccccc2C(=O)N1CC=C(Cl)Cl,-16.8
COc1ccc(N(CC(=O)Nc2ccc(Br)cc2)S(C)(=O)=O)cc1Cl,4.9
Cc1ccc(N2C(=O)/C(=C/c3cc(Br)ccc3O)C(=O)NC2=S)cc1,1.6
O=c1oc(-c2ccccc2Cl)nc2sc3c(c12)CCC3,-13.1
COc1ccc(C2CC(C(F)(F)F)n3nc(C(=O)NCc4cccs4)c(Cl)c3N2)cc1OC (stereo not drawn),-42.3
O=C(O)C1CCCCC1C(=O)NCCC(c1ccccc1)c1ccccc1 (stereo not drawn),-42.7

(list continues)
SMILES,VHR inh color
Cc1ccc(S(=O)(=O)Nc2ccccc2C(=O)Nc2ccccc2)cc1,-5.5
CCOC(=O)c1sc(NC(=O)COc2ccc(C(C)(C)C)cc2)nc1C,-2.3
CC1=NN(c2ccc(Cl)c(C(=O)O)c2)C(=O)/C1=C\c1ccc(-c2cccc([N+](=O)[O-])c2)o1,-2.2
O=C(COc1ccccc1[N+](=O)[O-])Nc1ccc2oc(-c3cccnc3)nc2c1,9.8
CC1=CC(C)(C)N(CC(=O)c2ccc([N+](=O)[O-])cc2)c2c(C)cccc21,-5.0
C=CCn1c(SCC(=O)N(CC)CC)nc(O)c(Cc2ccccc2)c1=O,-7.4
CCN(CC)c1ccc(/C=N/NC(=O)CCc2c(C)n[nH]c2C)cc1,5.5
CCC1=NN2C(=N)/C(=C/c3ccc(OC(=O)c4ccc(F)cc4)c(OC)c3)C(=O)N=C2S1,-2.3

New compounds follow:
SMILES,VHR inh color
Cc1ccc(OCC(=O)Nc2c(C)cccc2C(C)C)c(C(C)(C)C)c1,19.7
O=C(CSc1nc2ccccc2s1)Nc1ccccc1,-11.9
CC(C)CC(=O)Nc1nnc(Cc2ccc(Cl)cc2Cl)s1,-33.7
Cc1cc(C)nc(NS(=O)(=O)c2ccc(N/C=C\C(=O)c3cccs3)cc2)n1,5.4
COC(=O)C1=C(C)NC2=C(C(=O)c3ccccc32)C1c1cc2c(cc1Cl)OCO2 (stereo not drawn),-5.1
Cc1cccc(C)c1OCC(O)CN1CC(C)OC(C)C1 (stereo not drawn),-23.6
Cc1cc(/C=C2\C(=O)NC(=O)N(c3ccc4c(c3)OCO4)C2=O)c(C)n1-c1ccc(F)cc1,-9.9
COc1ccc(C(=O)NNC(=O)c2cccc(Cl)c2)c(OC)c1,-9.7

(list continues)
SMILES,VHR inh color
O=C(O)CCCCCN1C(=O)C(=O)/C(=C(/O)c2ccc(Cl)cc2)C1c1cccc([N+](=O)[O-])c1 (stereo not drawn),-15.4
Cc1ccc2nc(NC(=O)c3ccc(F)cc3)sc2c1,-10.9
O=C(CSc1nc(-c2ccccc2)c(-c2ccccc2)o1)Nc1ccc([N+](=O)[O-])cc1,2.0
O=C(Nc1ccc(F)cc1)Nc1cccc2cccnc12,-11.9
COc1ccc(CNc2cc([N+](=O)[O-])ccc2OC)c(OC)c1,-44.5
CCC(C)(C)C1CCc2c(sc(NC(=O)OC)c2C(N)=O)C1 (stereo not drawn),-20.3
CC1=NN(c2cccc(C(=O)O)c2)C(=O)/C1=C\c1ccc(N(C)C)c(Br)c1,-7.3
O=C1NC(=O)N(c2ccccc2)C(=O)/C1=C\c1ccc(-c2ccccc2[N+](=O)[O-])o1,3.4

Part of the list above, as labelled records.
CCc1ccc(CNCc2ccccc2OC)cc1
  VHR inh color: -5.7
Cc1ccc(CN2CCN(/N=C/c3ccc(C(=O)O)cc3)CC2)cc1
  VHR inh color: -14.8
COc1ccccc1NC(=O)C(=O)NNC(=O)COc1ccc(Cl)cc1
  VHR inh color: -20.2

Further results
SMILES,VHR inh color
COC(=O)CN1C(=O)Nc2ccc(Br)cc2C1c1ccccc1 (stereo not drawn),-5.6
CC1C(c2ccccc2)=[N+]([O-])C(C)(c2ccc(Cl)cc2)N1O (stereo not drawn),-18.9
CCOCCOC(=O)c1ccc(NC(=O)COc2cc(C)ccc2C(C)C)cc1,1.5
COc1ccc(S(=O)(=O)N2CCSC2c2ccccc2Cl)cc1 (stereo not drawn),-44.0
C/C(=N\NC(=O)COc1ccc(Cl)cc1Cl)c1cccc([N+](=O)[O-])c1,-0.1
COc1cc(/C=N/NC(=O)c2ccccn2)cc(OC)c1O,1.3
Cc1ccc(C(O)(C(=O)NCc2ccccc2)c2ccc(C)cc2)cc1,0.3
CN(C)c1ccc(C(=O)N2CCN(c3ccc([N+](=O)[O-])cc3)CC2)cc1,-1.1

Carrying on.
canonical_smiles	VHR inh color
CC(=O)c1cccc(NC(=O)CN(c2cccc([N+](=O)[O-])c2)S(=O)(=O)c2ccccc2)c1	-11.6
Fc1ccc(-c2nnc(-c3ccco3)o2)cc1	-28.2
COc1ccc(N(CC(=O)NCc2ccccc2)S(=O)(=O)c2ccccc2)cc1Cl	-17.6
COC(=O)c1ccc2c(c1)C1C=CCC1C(c1ccc(Br)cc1)N2 (stereo not drawn)	35.2
CCCCOc1ccc(C(=O)N2c3ccccc3CC2C)cc1 (stereo not drawn)	-21.0
Cc1cc(=O)oc2cc(OCC(=O)c3ccc(Cl)cc3)c(Cl)cc12	5.4
CC(C)(C)C(=O)COc1cc2oc(=O)cc(-c3ccccc3)c2cc1Cl	2.4
COc1cc(NC(=O)c2ccc3c(c2)C(=O)N(C2CCCCC2)C3=O)c(C(=O)O)cc1OC	2.5
CCOC(=O)c1ccc(N2NC(=O)/C(=C/c3cccc(I)c3)C2=O)cc1	11.4
COc1ccc(CCNC(=O)C2CC(=O)N(c3ccccc3)C2)cc1OC (stereo not drawn)	-22.7
O=C(CCc1ccccc1)Nc1ccc(Nc2ccccc2)cc1	16.6
Cc1ccc(C(=O)COC(=O)c2ccccc2)cc1	-9.7
CCOc1ccc(NC(=O)C2CC3c4ccccc4C2c2ccccc23)cc1 (stereo not drawn)	5.5
Cc1c(Br)c(C(F)(F)F)nn1CC(=O)Nc1c(F)cc(F)cc1Br	-31.4
CC1(C)CC(=O)C=C(Nc2cc([N+](=O)[O-])ccc2N)C1	-4.9

(more compounds)
canonical_smiles	VHR inh color
CCOc1ccc(C(=O)Nc2ccsc2C(=O)OC)cc1	-11.4
O=C(NCCOc1ccccc1F)Nc1ccc(Br)cc1	-0.1
COc1ccc(N2C(=O)c3ccccc3NC2c2ccc(OC)c(OC)c2)cc1 (stereo not drawn)	-15.4
CCc1ccc(N2CC(C(=O)Nc3ccc([N+](=O)[O-])cc3)CC2=O)cc1 (stereo not drawn)	-22.1
CCOc1ccc(NC(=O)C(C)Sc2ccc(Cl)cc2)cc1 (stereo not drawn)	-19.9
COc1ccc(/C=N/N2CCN(Cc3ccc(C)cc3)CC2)cc1Br	1.3
O=C(NCCCO)C(=O)Nc1cccc(Cl)c1Cl	2.3
N#CC1=C(N)OC2=C(C(=O)CCC2)C1c1ccc2c(c1)OCO2 (stereo not drawn)	4.3
O=c1cnnc(N/N=C/c2ccc(Br)cc2)[nH]1	-5.1
O=C(CCc1ccccc1)Nc1cccc(Cl)c1	-31.7
CCOc1c(Br)cc(/C=C2/C(=O)N(c3ccccc3)N=C2C)cc1OC	-1.6
Cc1cc(C)c(N2C(=O)c3ccccc3C2=O)c([N+](=O)[O-])c1	-14.6
CCOc1ccc2oc(-c3ccccc3)c(C(=O)O)c2c1	-21.4
COc1ccc(COC(=O)C2=C(C)NC3=C(C(=O)CC(C)(C)C3)C2c2cccs2)cc1 (stereo not drawn)	-23.6
c1cnc(Nc2nc(-c3cccs3)cs2)nc1	35.8

Further results
canonical_smiles	VHR inh color
Cc1cccc(/C=C2/SC(=S)N(Cc3ccccc3)C2=O)c1	-1.2
CCOc1ccccc1C1Nc2ccccc2NC2=C1C(=O)CC(c1ccc3c(c1)OCO3)C2 (stereo not drawn)	13.4
CS(=O)(=O)N(CC(=O)N1CCOCC1)c1ccccc1Br	-13.2
CC1(C)CC(=O)C2=C(C1)N(c1ccccc1)C1=C(C2)C(=O)CC(C)(C)C1	0.1
CC(CNC(=O)c1cccs1)c1ccccc1 (stereo not drawn)	-9.1
CCCOC(=O)c1ccc(NC(=O)COc2ccc(Cl)cc2C)cc1	-6.8
CCCCSc1nnc2c(n1)OC(c1ccc(O)cc1)Nc1ccccc1-2 (stereo not drawn)	-11.0

Some of the compounds tested; rates above refer to the full screens.
